Screening results as filed in PubChem.
IP6K1 inhibitor = IP6K1 kinase inhibition | 140,000 tested, 0.81% active | activity change, % (series mostly up to about 58 µM) | Q92551 | AID 1645851 | IP6K1 kinase, ADP-Glo luminescence, 2 h; active compounds read low; in the data active = activity change below about -25%
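ADP-Glo luminescence measures ADP made by human IP6K1 during a 2 h RT reaction with ATP/IP6 (mix at 1.3 mM/130 uM); top library doses 57.5 and 19.1 uM final.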
GPT2 inh = inhibitors of human GPT2 alanine aminotransferase; 100,000 tested, 0.25% active; Q8TD30; Potency, µM (top dose mostly 57.7 µM), without a hit: at the highest dose activity change, negative = inhibition, most hits filed as inhibitors; Recombinant GPT2, coupled pyruvate oxidase/HRP Amplex Red fluorescence; AID 1671188; note: potency is the fitted concentration of half-maximal effect; nearly all actives have a fitted effect of over 60% in size; many of its hits are not listed in these tables
Target sequence (Q8TD30 whole entry, looked up): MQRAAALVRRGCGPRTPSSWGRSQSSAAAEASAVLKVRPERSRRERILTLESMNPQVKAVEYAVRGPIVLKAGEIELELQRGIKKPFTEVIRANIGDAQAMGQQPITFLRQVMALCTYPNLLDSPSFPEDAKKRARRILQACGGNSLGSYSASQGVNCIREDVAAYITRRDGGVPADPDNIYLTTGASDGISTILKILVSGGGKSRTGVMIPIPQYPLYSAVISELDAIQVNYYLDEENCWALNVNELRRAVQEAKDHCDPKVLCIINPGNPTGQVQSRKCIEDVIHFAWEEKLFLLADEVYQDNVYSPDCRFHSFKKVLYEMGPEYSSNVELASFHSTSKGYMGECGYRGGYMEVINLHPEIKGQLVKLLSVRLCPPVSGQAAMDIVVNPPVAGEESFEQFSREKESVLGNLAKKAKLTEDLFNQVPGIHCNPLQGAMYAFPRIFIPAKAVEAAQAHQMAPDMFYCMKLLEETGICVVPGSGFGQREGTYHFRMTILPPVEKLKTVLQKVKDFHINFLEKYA
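Inhibition is scored from Amplex Red fluorescence generated when pyruvate oxidase and HRP act on pyruvate released by GPT2. Reactions contain 10ng/uL enzyme, 250uM a-KG and 2mM L-alanine and run 30 min at room temperature.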
NIH3T3 tox = kills NIH 3T3 cells. NIH 3T3 viability, CellTiter-Glo ATP luminescence, 48-72 h. Potency, µM (top dose mostly 96.7 µM), inactives show at the top dose activity change, negative = cytotoxicity, hits mostly inhibitors. 94,000 tested, 4.3% active. AID 1345082; note: potency is the fitted concentration of half-maximal effect; nearly all actives have a fitted effect of over 55% in size
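Luminescent ATP readout (CellTiter-Glo, 10 min RT) after 48 or 72 hr compound exposure of NIH 3T3 cells seeded at 400 cells/well in 1536-well format; quantitative HTS.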
SNCA expr inhib = SNCA gene expression inhibition. HEK-293 SNCA-luciferase knock-in, luminescence, 24 h. Potency, µM (doses to about 57.2 µM), for inactives: at the highest dose activity change, negative = inhibition, hits mostly inhibitors. 140,000 tested, 0.17% active;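 note: potency is the fitted concentration of half-maximal effect; plate controls were DMSO cells for no effect and cell-free wells for full effect; nearly all actives have a fitted effect of over 45% in size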
SNCA viab count = reduces viability of HEK-293 SNCA reporter cells; Potency, µM (doses to about 57.1 µM), for the others: top-dose activity change, negative = cytotoxicity, actives largely listed as cytotoxic; AID 1671193; HEK-293-SNCA-luc viability, GF-AFC fluorescence, 24 h; 150,000 tested, 0.12% active;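 note: potency is the fitted concentration of half-maximal effect; 0% = DMSO-treated cells and -100% = medium-only wells without cells; nearly all actives have a fitted effect of over 30% in size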
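HEK-293-SNCA-luc cells (1500/well) plated 24 h, then exposed 24 h to a dilution series; GF-AFC added 30 min at 37C, fluorescence 405/540 nm; normalised to medium-only and DMSO wells, Hill fit.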
FLuc inh = blocks purified firefly luciferase enzyme activity. P08659. purified P. pyralis luciferase, luminescence, biochemical. Potency, µM (top dose mostly 115 µM), for inactives: top-dose activity change, negative = inhibition, most hits filed as inhibitors. 76,000 tested, 2.5% active; note: potency is the fitted concentration of half-maximal effect; nearly all actives have a fitted effect of over 65% in size
Target sequence (P08659 whole entry, looked up): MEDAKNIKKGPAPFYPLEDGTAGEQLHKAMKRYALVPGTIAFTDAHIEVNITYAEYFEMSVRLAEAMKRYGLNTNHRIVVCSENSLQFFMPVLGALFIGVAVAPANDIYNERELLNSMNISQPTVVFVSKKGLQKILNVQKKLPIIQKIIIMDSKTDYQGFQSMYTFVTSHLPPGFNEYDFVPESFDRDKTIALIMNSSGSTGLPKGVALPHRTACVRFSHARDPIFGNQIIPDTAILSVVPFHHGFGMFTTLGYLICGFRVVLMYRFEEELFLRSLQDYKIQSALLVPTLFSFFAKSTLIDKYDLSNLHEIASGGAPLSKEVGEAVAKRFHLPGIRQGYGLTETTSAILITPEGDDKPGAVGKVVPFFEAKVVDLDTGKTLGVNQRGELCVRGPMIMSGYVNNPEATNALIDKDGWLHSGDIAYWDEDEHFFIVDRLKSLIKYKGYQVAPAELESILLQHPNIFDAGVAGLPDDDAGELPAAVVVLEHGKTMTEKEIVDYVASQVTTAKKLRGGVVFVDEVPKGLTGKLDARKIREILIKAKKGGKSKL
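Cell-free enzyme assay, 10nM P. pyralis luciferase, luciferin and ATP each at 10uM. Inhibition profiled over a 6-point titration, read as luminescence.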
HEK cytotox = kills HEK 293 cells; 94,000 tested, 6.6% active; Potency, µM (titrated, usually from 115 µM), for the others: top-dose activity change, negative = cytotoxicity, hits mostly inhibitors; HEK 293 viability, ATP luminescence (CellTiter-Glo), 48-72 h; note: potency is the fitted concentration of half-maximal effect; nearly all actives have a fitted effect of over 60% in size
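Read-out: CellTiter-Glo ATP luminescence. Cells: HEK 293, 250 cells/well. Exposure: 48 or 72 hr, 37 degree Celsius.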
The depositor's hits bear a star; i = inactive; ? = inconclusive; nt = not tested or not shown; & = joins results of further samples; ! = not confirmed by another sample; [ ] = remark or other dose. Unless noted, calls come from the whole dose curve; as a rule, active = well fitted curve in the direction sought with a large enough effect; inconclusive = small, poorly fitted or top-dose-only effect, or another doubt; inactive = no such curve, though single readings can be large; an effect the other way counts as inactive or inconclusive. Unless noted, % is set by controls: 0 for no effect and ±100 for the full control effect.

SMILES	IP6K1 inhibitor	GPT2 inh	NIH3T3 tox	SNCA expr inhib	SNCA viab count	FLuc inh	HEK cytotox
C=CCO[C@@H]1CCN2C(=O)[C@@H]3C[C@@H](OCC4CC4)CN3C(=O)[C@@H]2C1	14	1%[88.5 µM]	i	20%[87.6 µM]	3%[87.6 µM]	1%[172 µM]	-2%[172 µM]
COC(=O)c1ccc(NCC2=CC(C)(C)COc3ccc(OC)cc32)cc1	10	nt	?	nt	nt	nt	?
COCCNC(=O)C[C@@H]1C[C@@H](C(C)C)[C@H](CNS(=O)(=O)c2ccccc2)C=C1C	-12	3%[88.5 µM]	112µM*	-6%[87.6 µM]	-23%[87.6 µM]	-1%[172 µM]	-22%[172 µM]
O=C(O)c1cncc(-c2cccc(CN3CCOCC3)c2)n1	-7	-8%	0%	34%	-1%	0%	-8%
COC(=O)CN1C(C(=O)c2ccccc2)=C(OC(=O)c2ccccc2)c2ccccc2S1(=O)=O	6	nt	nt	0%	?	nt	nt
Cn1ncc2c(C(=O)NC3CC3)cc(-c3ccc(Cl)nc3)nc21	-1	-3%[88.5 µM]	?	30%[87.6 µM]	-7%[87.6 µM]	nt	?
CCOc1ccccc1NC(=O)N1C[C@@H](F)C[C@H]1C(=O)N1CCc2ccccc2C1	3	i	0%	5%	-8%	0%	-3%
Nc1nonc1-c1nc2ccccc2n1Cc1c(Cl)cccc1Cl	-3	nt	nt	-17%	-11%	nt	nt
COCCC(=O)N1CC(Oc2ccccc2-c2nc(C3CC3)no2)C1	19	i	-19%	-15%	0%	nt	i
Cc1ccc(OCC(=O)N2CCCC(c3nn(C)c(=O)n3C(C)C)C2)cc1 (configuration not stated)	3	-11%	-28%	4%	5%	6%	?
O=C(NCCc1ccco1)C1CC(=O)N(c2n[nH]c3ccccc23)C1 (configuration not stated)	-7	-1%	-14%	10%	4%	-1%	-19%
Cc1cc(C)cc(Nc2cc(-c3ccccc3)nc(C)n2)c1	-6	nt	nt	-16%	-22%	nt	nt
CC(=O)Nc1c(C)nn(-c2ccccc2)c1N1CCC(C(=O)Nc2cc(F)ccc2F)CC1	-6	nt	nt	59%[activator]	1%	nt	nt
CN(C)C[C@@H]1CN(S(C)(=O)=O)C[C@H]1NC(=O)c1nn(C)c2ccccc12	2	i	5%	-16%	-4%	-7%	-2%
NC(=O)c1nc(Nc2ccccc2)sc1NC(=O)c1c(F)cccc1F	-12	nt	nt	151%[activator]	-8%	nt	nt
CC(C)c1cnc2c(c1SCc1cccc(F)c1)c(=O)n(C)c(=O)n2C	-18	nt	nt	-6%	10%	nt	nt
Cc1noc(-c2cn(C3CCN(C(=O)c4ccc(C)s4)C3)nn2)n1 (configuration not stated)	13	2%	-17%	-13%	-8%	-2%	7%
Cc1cc(C)nc(NC(=NCCc2c[nH]c3ccc(Cl)cc23)NC(=O)c2ccccc2C)n1	-7	nt	nt	-4%	3%	nt	nt
COc1ccc(Nc2ncc3c(n2)CCN(Cc2ccccc2C)C3)c(OC)c1	13	nt	nt	-23%	3%	nt	nt
O=C(CN1C(=O)C2(SCC(=O)N2c2cccc(Cl)c2)c2ccccc21)NCc1ccccc1 (configuration not stated)	16	nt	nt	-18%	-28%	nt	nt
CO[C@@H]1C[C@H]2C(=O)Nc3ccc(-c4cccc(C(F)(F)F)c4)cc3C(=O)N2C1	-16	i	?	9%[87.6 µM]	-1%[87.6 µM]	-3%[172 µM]	?
CN1C[C@@H](NC(=O)c2ccc(C(C)(C)C)cc2)C[C@H]1c1nc(-c2ccc3ccccc3c2)no1	-12	-8%	?	6%	-23%	?	22µM*
CCCCCNC(=O)CCN(CCCC)C(=O)c1ccoc1	3	i	-28%	10%	12%	-4%	-5%
NCCNCCNCCNCCN	19	-11%[11.5 µM]	nt	28%[3.86 µM]	13%[5.56 µM]	nt	nt
Cc1ccccc1NC(=O)Cn1nc(-c2ccc(F)cc2)c2cnc3ccccc3c21	17	nt	nt	-10%	-6%	nt	nt
Cc1cccc(NC(=O)C2CCCN(S(=O)(=O)c3c(C)n[nH]c3C)C2)c1 (configuration not stated)	10	nt	nt	-4%	0%	nt	nt
O=C(NCc1ccc(F)cc1)c1cc(-c2cc(Cl)cc(Cl)c2)c2nncn2n1	18	i	-20%	-7%	-8%[12.5 µM]	nt	-9%
COC(=O)c1cnc(N2CCN(c3ccc(OC)cc3)CC2)c2ccccc12	-7	nt	nt	-4%	0%	nt	nt
O=C(Nc1cc(F)ccc1F)N1CCC(Oc2ncccc2C(=O)N2CCCCC2)C1 (configuration not stated)	8	-3%	-28%	-10%	-7%	-11%	-18%
COc1ccc(-c2c(-c3ccc(O)cc3O)n[nH]c2C)cc1	nt	?	nt	?	-4%[87.6 µM]	nt	nt
O=C(NC1CCN(Cc2cccc(-c3cccs3)c2)CC1)c1cccc(Cl)c1	-10&-3	i	?	?	7%[12.5 µM]	nt	20µM*!
CN(Cc1ccccc1)Cc1cn(C[C@H]2O[C@@H](CC(=O)NCc3ccc(F)cc3)[C@H](O)[C@@H]2O)nn1	-2	-17%	-7%	-15%	4%	-7%	0%
CNC(=O)C1CCC(Cn2c(=O)c3sccc3n(CC(=O)N3CCC(C)CC3)c2=O)CC1 (configuration not stated)	-6	nt	nt	2%	-10%	nt	nt
CN(C)Cc1nnc(C2CCN(c3nnnn3-c3ccccc3)CC2)n1C	-12	4%[11.5 µM]	-3%	-24%	-2%	5%	i
C1CNCC(Cc2nc(C3CCOCC3)no2)C1 (configuration not stated)	1	-7%	i	14%	7%	-3%	7%
O=C(N[C@@H]1CN(Cc2ccc(CO)o2)CCC[C@H]1O)c1ccc(OCc2ccccc2)cc1	-6	?	?	23%	-5%	-11%	?
COc1ccc(CN(Cc2ccco2)C(=O)c2ccccc2F)cc1	9	nt	nt	15%	-1%	nt	nt
COc1cccc(CNC(=O)[C@@H]2C[C@@H](O)CN2C2CCN(C(=O)CC3CCCC3)CC2)c1	-6	-6%	-13%	-20%	-9%	8%	1%
Cc1nn(-c2ccc(C(C)C)cc2)c(C)c1[C@@H]1C=C[C@@H](NC(=O)COCC(=O)O)C1	3	i	?	16%[87.6 µM]	2%[87.6 µM]	35µM*	-19%[172 µM]
CC(=O)N1CCc2cc(Br)cc(S(=O)(=O)CCC(=O)N3CCN(c4ccc(F)cc4)CC3)c21	0	nt	nt	2%	?	nt	nt
Cc1noc(C2CC3(CCN(C(=O)c4ocnc4C)CC3)CN2C)n1 (configuration not stated)	-4	1%	-10%	27%	-2%	0%	2%
Cc1nn2c(=O)cc(COC(=O)c3cccs3)nc2s1	-6	nt	nt	153%[activator]	10%	nt	nt
COC(=O)c1ccc2c(c1)nc1n2[C@@H](CNCc2ccccc2)COC1	-2	1%[88.5 µM]	?	10%[87.6 µM]	5%[87.6 µM]	-10%[172 µM]	?
COCC(=O)N1CCc2nc(N3CCc4ccccc4C3)[nH]c(=O)c2CC1	16	2%	-20%	21%	0%	10%	9%
CN(C)CC(=O)N1CC[C@H]2COC(=O)N2c2ccccc2C1	-9	1%[88.5 µM]	0%[174 µM]	-2%[87.6 µM]	-1%[87.6 µM]	-5%[172 µM]	-4%[172 µM]
O=C(C1CCCCC1)N1CCC(c2noc(CO)n2)C1 (configuration not stated)	12	i	-11%	-22%	12%	3%	-17%
COCC(=O)Nc1ccc([C@H]2OCC(=O)N(Cc3cccnc3)[C@@H]2CO)cc1	6	3%[88.5 µM]	-8%[174 µM]	6%[87.6 µM]	3%[87.6 µM]	-1%[172 µM]	0%[172 µM]
CC(C)n1c(=O)c2oc3ccccc3c2n(CC(=O)Nc2ccccc2Cl)c1=O	0	nt	nt	0%	-18%	nt	nt
Cc1cc(C)c(CNC(=O)c2nc(-c3ccc(F)cc3)cc3c2ccn3C(C)C)c(=O)[nH]1	-8	i	45µM*	?	-18%[87.6 µM]	-21%[172 µM]	50µM*
COCCNC(=O)[C@H]1C[C@H](Oc2cccnc2)CN1S(=O)(=O)c1ccccc1C	31	i	-2%	-7%	-10%	0%	i
Cc1nc(N2CCN(Cc3csc(C)n3)CC2)c2sccc2n1	2	5%	-2%	-28%	6%	4%	?
Cc1ccc(CN2C(=O)[C@@H]3C[C@@H](O)CN3C3(CN(Cc4cccc(OC(F)(F)F)c4)C3)C2=O)o1	-9	-15%	?	-8%	1%	4%	?
O=C1NC2(Cc3ccccc31)CN(C(=O)c1cccc3c1OC(F)(F)O3)C2	-10	-5%	-2%	4%	2%	nt	-3%
CC(C)NC(=O)N1[C@@H]2CC[C@H]1CC(NC(=O)c1ccc(F)cc1)C2 (some centres not stated)	5	i	-9%	?	-11%	-3%	-12%
Cc1nn(C)c(C)c1CCC(=O)N[C@@H]1CN(c2ncccn2)C[C@H]1CO	2	i	2%	0%	-2%	-4%	i
Cc1ccc(NC(=O)Cn2ccn(-c3ccc(F)c(F)c3)c(=O)c2=O)cc1C	-9	nt	nt	-2%	4%	nt	nt
CCCn1nc(C)c(Cn2cc(-c3nccn3C)nn2)c1C	9	5%	-3%	9%	-1%	-8%	i
Cc1nc(CN2CCOC3(CCN(Cc4ccccc4Cl)CC3)C2=O)cs1	2	?	-30%[138 µM]	-27%[87.6 µM]	6%[87.6 µM]	-14%[172 µM]	?
COCCNC(=O)c1nc2cccnc2n(Cc2ccccc2OC)c1=O	13	i	?	32%[activator]	0%	nt	-12%
COc1ccc(-c2cc3nc4c(c(=O)n3[nH]2)CN(C(=O)Cc2ccc(NC(C)=O)cc2)CC4)cc1	0	?	?	8.9µM*	5%	?	?

Next entries:
SMILES	IP6K1 inhibitor	GPT2 inh	NIH3T3 tox	SNCA expr inhib	SNCA viab count	FLuc inh	HEK cytotox
c1ccc(CN(C2COC2)[C@@H]2C[C@@H]3CO[C@H](c4ccccc4)C[C@@H]3C2)cc1	27	nt	?	nt	nt	nt	?
O=C(NCc1cccs1)c1cc2c(s1)CCN(C(=O)c1ccc(F)cc1)C2	5	?	?	?	1%	0%	?
Cc1cc(CN2CCC3(C2)C(=O)N(c2ccccc2)c2ccccc23)no1 (configuration not stated)	-7	i	-16%	-3%	-11%	nt	-24%
O=C(NC1CCCCC1)[C@H]1O[C@H](CCN2CCN(Cc3ccccc3)CC2)CC[C@@H]1O	-2	?	-2%[174 µM]	-20%[87.6 µM]	5%[87.6 µM]	7%[172 µM]	-2%[172 µM]
Cc1cccc(OCC(=O)N(Cc2cccs2)c2ccc(Cl)cc2)c1C	4	nt	nt	-28%	-2%	nt	nt
CCC(C)/C=C(C)/C=C/C1=CC2=C(Cl)C(=O)C(C)(O)C(=O)C2(O)C(OC)O1 (configuration not stated)	-2	0%[27.3 µM]	nt	nt	-18%[23.9 µM]	nt	nt

Among those listed so far, these contain a CF3 group:
SMILES	IP6K1 inhibitor	GPT2 inh	NIH3T3 tox	SNCA expr inhib	SNCA viab count	FLuc inh	HEK cytotox
CO[C@@H]1C[C@H]2C(=O)Nc3ccc(-c4cccc(C(F)(F)F)c4)cc3C(=O)N2C1	-16	i	?	9%[87.6 µM]	-1%[87.6 µM]	-3%[172 µM]	?
Cc1ccc(CN2C(=O)[C@@H]3C[C@@H](O)CN3C3(CN(Cc4cccc(OC(F)(F)F)c4)C3)C2=O)o1	-9	-15%	?	-8%	1%	4%	?
